BLM inh: qHTS Assay for Inhibitors of Bloom's syndrome helicase (BLM); recombinant BLM DNA unwinding, fluorescence dequenching; RecQ-like DNA helicase BLM (Homo sapiens), P54132; Potency, µM (highest dose often 56.1 µM), for the others: at the highest dose activity change, negative = inhibition, usual class: inhibitors; actives 0.2% (n = 350,000);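 note: plate controls were vehicle for no effect and no enzyme for full effect; nearly all actives have a fitted effect of over 35% in size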
BAZ2B block: qHTS Assay for Inhibitors of BAZ2B. Bromodomain adjacent to zinc finger domain protein 2B (Homo sapiens), Q9UIF8. AlphaScreen BAZ2B-H3K14Ac peptide displacement. Potency, µM (highest dose often 114 µM), inactives show at the highest dose activity change, negative = inhibition, most hits filed as inhibitors. actives 4.4% (n = 360,000). AID 504333, 2011; note: % is set by controls: 0 for no effect and ±100 for the full control effect; nearly all actives have a fitted effect of over 60% in size
Target sequence (Q9UIF8 whole entry, looked up, the tested form may be a part): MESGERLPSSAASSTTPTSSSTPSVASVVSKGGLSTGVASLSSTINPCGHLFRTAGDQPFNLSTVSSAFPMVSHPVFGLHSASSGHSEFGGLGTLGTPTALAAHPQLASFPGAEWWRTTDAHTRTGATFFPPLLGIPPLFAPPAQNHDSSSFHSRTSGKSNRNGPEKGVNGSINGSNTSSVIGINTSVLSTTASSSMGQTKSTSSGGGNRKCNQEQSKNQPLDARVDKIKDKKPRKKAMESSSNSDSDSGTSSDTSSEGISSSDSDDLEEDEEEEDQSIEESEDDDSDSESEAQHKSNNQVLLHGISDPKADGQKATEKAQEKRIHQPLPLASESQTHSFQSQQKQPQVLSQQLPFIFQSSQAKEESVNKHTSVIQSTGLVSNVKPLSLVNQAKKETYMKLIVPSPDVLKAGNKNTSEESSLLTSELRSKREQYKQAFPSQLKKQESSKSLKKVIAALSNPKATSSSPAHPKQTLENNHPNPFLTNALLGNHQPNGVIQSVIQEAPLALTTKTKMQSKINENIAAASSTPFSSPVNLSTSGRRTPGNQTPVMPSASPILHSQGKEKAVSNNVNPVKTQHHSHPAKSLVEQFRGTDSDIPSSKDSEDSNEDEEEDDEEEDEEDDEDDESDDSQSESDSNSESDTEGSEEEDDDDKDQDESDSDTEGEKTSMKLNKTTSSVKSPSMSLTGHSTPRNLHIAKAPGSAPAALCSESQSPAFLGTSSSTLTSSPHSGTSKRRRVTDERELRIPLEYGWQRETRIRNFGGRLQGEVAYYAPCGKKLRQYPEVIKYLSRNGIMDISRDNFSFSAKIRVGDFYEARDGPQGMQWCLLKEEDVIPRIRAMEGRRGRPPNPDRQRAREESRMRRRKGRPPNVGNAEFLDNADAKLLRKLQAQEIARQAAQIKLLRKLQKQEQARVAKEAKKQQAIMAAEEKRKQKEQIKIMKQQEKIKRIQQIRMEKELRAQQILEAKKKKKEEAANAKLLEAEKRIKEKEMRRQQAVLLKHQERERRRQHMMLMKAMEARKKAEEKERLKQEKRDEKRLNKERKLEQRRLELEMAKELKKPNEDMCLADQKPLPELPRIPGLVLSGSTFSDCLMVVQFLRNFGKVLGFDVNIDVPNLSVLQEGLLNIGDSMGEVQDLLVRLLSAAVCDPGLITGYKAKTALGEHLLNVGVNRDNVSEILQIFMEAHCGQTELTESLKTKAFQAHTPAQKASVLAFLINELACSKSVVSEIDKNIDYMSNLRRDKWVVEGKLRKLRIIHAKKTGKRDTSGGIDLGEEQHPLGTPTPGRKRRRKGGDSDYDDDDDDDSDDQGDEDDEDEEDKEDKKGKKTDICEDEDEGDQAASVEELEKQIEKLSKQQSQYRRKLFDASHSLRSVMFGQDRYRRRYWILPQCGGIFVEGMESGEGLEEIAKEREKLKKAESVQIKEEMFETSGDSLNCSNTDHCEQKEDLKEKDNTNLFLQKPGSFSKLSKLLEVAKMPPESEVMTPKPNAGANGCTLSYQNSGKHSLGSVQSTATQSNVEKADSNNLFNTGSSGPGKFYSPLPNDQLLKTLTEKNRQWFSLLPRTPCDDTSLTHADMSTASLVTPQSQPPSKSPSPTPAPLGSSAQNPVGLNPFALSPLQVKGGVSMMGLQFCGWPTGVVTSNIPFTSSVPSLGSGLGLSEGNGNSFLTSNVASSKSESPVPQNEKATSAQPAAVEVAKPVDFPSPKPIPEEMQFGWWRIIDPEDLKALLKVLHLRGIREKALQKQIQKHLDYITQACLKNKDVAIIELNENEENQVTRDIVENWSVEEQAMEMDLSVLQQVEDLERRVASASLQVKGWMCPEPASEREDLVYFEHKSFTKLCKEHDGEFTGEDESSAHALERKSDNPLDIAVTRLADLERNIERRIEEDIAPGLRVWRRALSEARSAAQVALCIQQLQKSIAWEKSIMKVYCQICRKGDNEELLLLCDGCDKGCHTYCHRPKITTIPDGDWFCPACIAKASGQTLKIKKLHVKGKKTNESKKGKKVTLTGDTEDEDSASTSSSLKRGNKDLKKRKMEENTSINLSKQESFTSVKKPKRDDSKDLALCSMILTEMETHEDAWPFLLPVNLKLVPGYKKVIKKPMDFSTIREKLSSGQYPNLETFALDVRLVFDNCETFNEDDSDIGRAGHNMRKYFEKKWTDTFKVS
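AlphaScreen displacement: compounds (up to 110uM) incubated 30 min at room temperature with a preformed 50 nM BAZ2B/50 nM biotinylated H3K14Ac peptide complex in PBS pH 7.4 with Tween-20. Donor and acceptor beads at 10 ug/mL final added, 20 min light-protected before reading.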
G9a inh: qHTS Assay for Inhibitors of Histone Lysine Methyltransferase G9a. G9a H3K9 monomethylation, AlphaScreen, 2 h. Potency, µM (series often up to 102 µM), without a hit: at the highest dose activity, negative = inhibition, most hits filed as inhibitors. actives 8.8% (n = 350,000). AID 504332, 2011. Histone-lysine N-methyltransferase EHMT2 (Homo sapiens), Q96KQ7; note: % is set by controls: 0 for no effect and ±100 for the full control effect; nearly all actives have a fitted effect of over 75% in size
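G9a (20 nM) was preincubated 15 min with compound, then reacted 2 h at room temperature with 500 nM biotin-H3K9 peptide and 20 µM SAM. Monomethyl-H3K9 detected by AlphaScreen using anti-H3K9me1 antibody.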
HP1b binding inh: HTS for Inhibitors of HP1-beta Chromodomain Interactions with Methylated Histone Tails | AlphaScreen HP1-beta / biotin-H3K9me3 peptide binding | Chromobox protein homolog 1 (Homo sapiens), P83916 | Potency, µM (titrated, usually from 114 µM), inactives show at the highest dose activity change, negative = inhibition, hits mostly inhibitors | actives 0.56% (n = 390,000); note: nearly all actives have a fitted effect of over 70% in size; inactives centre near 23
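AlphaScreen: HP1-beta (50 nM) preformed 30 min with biotin-H3(1-18)K9me3 peptide (50 nM) in PBS pH 7.4, 0.01% Tween-20. Compound added for 30 min at RT, then streptavidin donor/nickel chelate acceptor beads (10 ug/mL) for 30 min.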
GLS inhibitor: qHTS for Inhibitors of Glutaminase (GLS); actives 0.21% (n = 410,000); AID 624170, 2012; GLS enzymatic activity, qHTS titration; Potency, µM (titrated, usually from 45.5 µM), without a hit: at the top dose activity change, negative = inhibition, most hits filed as inhibitors; Glutaminase kidney isoform, mitochondrial (Homo sapiens), O94925; note: % is set by controls: 0 for no effect and ±100 for the full control effect
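Two-point fluorescence kinetic (t0, 30 min RT) for hKGA; glutamate detected via glutamate oxidase–HRP–Amplex Red. Substrate: 1 mM L-glutamine solution; buffer 45 mM KH2PO4, pH 8.2.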
Tb PGK inh: qHTS Assay to Find Inhibitors of Phosphoglycerate Kinase; Phosphoglycerate kinase, glycosomal (Trypanosoma brucei brucei), P07378; PGK/GAPDH coupled, Kinase-Glo luminescence, 60 min; Potency, µM (titrated, usually from 57.5 µM), for inactives: top-dose activity change, negative = inhibition, hits mostly inhibitors; actives 0.043% (n = 380,000); note: % is set by controls: 0 for no effect and ±100 for the full control effect; nearly all actives have a fitted effect of over 60% in size
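Recombinant glycosomal PGK reaction used 1,3-bisphosphoglycerate generated in-well by GAPDH (100nM final) in 100mM TEA pH 7.6, 5mM MgCl2, 0.01% Tween-20. After 60 minutes at room temperature, ATP was read by Kinase-Glo Plus luminescence end-point.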
POLI inh: qHTS for Inhibitors of Polymerase Iota. DNA polymerase iota (Homo sapiens), Q9UNA4. Pol iota fluorescent replication assay, 10 min. Potency, µM (top dose mostly 115 µM), for the others: at the highest dose activity, negative = inhibition, most hits filed as inhibitors. actives 1% (n = 390,000). AID 588590, 2011
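Fluorescent replication assay read twice, at 0 min and 10 min after adding 50 nM (final) substrate. Enzyme (10 nM) and compounds were first incubated 15 min at room temperature; enzyme-free buffer wells were negative controls.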
JMJD2A Tudor: qHTS Assay for Inhibitors of JMJD2A-Tudor Domain | AID 504339, 2011 | actives 4.4% (n = 390,000) | Lysine-specific demethylase 4A (Homo sapiens), O75164 | AlphaScreen JMJD2A-Tudor / H3K4me3 peptide binding | Potency, µM (titrated, usually from 114 µM), without a hit: at the top dose activity change, negative = inhibition, usual class: inhibitors; note: % is set by controls: 0 for no effect and ±100 for the full control effect; nearly all actives have a fitted effect of over 50% in size
Pin1 inh: qHTS Assay to Find Inhibitors of Pin1; Peptidyl-prolyl cis-trans isomerase NIMA-interacting 1 (Homo sapiens), Q13526; Pin1 FP peptide displacement, HiFluor488, 10 min; Potency, µM (series often up to 115 µM), inactives show at the top dose activity, negative = inhibition, most hits filed as inhibitors; actives 0.009% (n = 390,000); active = well fitted inhibition curve with a large enough effect in the polarisation, with a control signal flat, not every such curve was filed as active; inconclusive = small, poorly fitted or top-dose-only effect, or effect the other way, or a change in a side signal; inactive = no such curve, though single readings can be large or run the other way; the % refers to the polarisation; note: % is set by controls: 0 for no effect and ±100 for the full control effect
The depositor's hits bear a star; i = inactive; ? = inconclusive; . = not tested or not shown; [ ] = remark or other dose. Unless noted, calls come from the whole dose curve; as a rule, active = well fitted curve in the direction sought with a large enough effect; inconclusive = small, poorly fitted or top-dose-only effect, or another doubt; inactive = no such curve, though single readings can be large; an effect the other way counts as inactive or inconclusive. Potency is the fitted concentration of half-maximal effect. Not all compounds are listed; the hit share may differ from the screen's.

BLM inh,BAZ2B block,G9a inh,HP1b binding inh,GLS inhibitor,Tb PGK inh,POLI inh,JMJD2A Tudor,Pin1 inh,canonical_smiles
.,-4.9%,3.5%[12.7 µM],29.0%,1.5%,i,13.1%,-12.4%,1.0%,CCN(CC(=O)Nc1ccccc1OC)C(=O)CCOc1ccc(C(C)(C)C)cc1
-2.2%,-1.1%,20.6%,-3.6%,?,-5.5%,2.6%,-13.8%,0.3%,Cc1nc2c(cc1N)nc(C)n2Cc1ccccc1
0.5%,-23.6%,-8.3%,17.1%,-3.9%,7.9%,14.8%,0.7%,-2.4%,COc1ccc(C(=O)Nc2ccc(NC(=O)C3CC3)nc2)cc1
-9.7%,3.9%,12.2%[59 µM],21.6%,2.9%,6.1%,18.3%,-5.3%,-0.3%,Cc1ccc(CNC(=O)CSCC(=O)O)cc1
-5.5%,12.6%,-11.7%[59 µM],34.1%,16.6%,.,?,-14.0%,14.1%,CCOC(=O)c1cc2sccc2n1CC(=O)c1ccc2c(c1)OCCO2
.,.,.,52.6%[activator],-21.3%,i,-13.6%,-12.5%,1.2%,CCN(C(=O)CSc1nc2ccccc2n1CC(C)C)c1c(N)n(Cc2ccccc2)c(=O)[nH]c1=O
-10.0%,-0.8%,2.9%[59 µM],14.0%,-6.8%,-4.3%,-14.3%,0.4%,-0.5%,O=C(CN(Cc1ccc(Cl)c(Cl)c1)S(=O)(=O)c1ccccc1)N/N=C\c1ccc2c(c1)OCO2
-7.0%,-25.5%,-32.0%,37.1%,-3.4%,0.8%,21.9%,-3.5%,-4.7%,COc1ccc(NC(=S)Nc2ccccc2C(F)(F)F)cc1
-7.3%,31.6µM*,39.8µM*,?,-12.7%,-1.4%,20.5%,20µM*,-0.9%,CCC(C)Nc1c([N+](=O)[O-])cc(C)cc1[N+](=O)[O-] (configuration not stated)
0.2%,7.0%,-4.3%,35.8%,-0.4%,-2.5%,30.0%,-11.0%,-7.4%,Cc1onc(C(=O)N2CCOCC2)c1[N+](=O)[O-]
.,.,.,12.1%,0.0%,1.1%,64.5%[activator],-5.5%,2.8%,Cc1ccsc1C(=O)OCC(=O)NCc1ccccc1
0.0%,13.3%,-2.3%[59 µM],19.3%,0.3%,i,-10.0%,3.8%,-4.8%,COCCOC(=O)CC1=NC(=O)CS1
-5.7%,0.5%,-40.5%,0.0%,-11.6%,10.1%,13.4%,-23.8%,2.0%,Cc1ccccc1-c1cc2nc(-c3ccc([N+](=O)[O-])cc3)cc(=O)n2[nH]1
-8.8%,-35.3%,?,0.8%,11.6%,-5.0%[11.5 µM],-1.9%,-35.7%,0.8%,CCc1ccc(NC2CC(=O)N(c3ccc(OC)cc3OC)C2=O)cc1 (configuration not stated)
.,?,7.7%[0.501 µM],10.5%,-3.8%,-5.5%,-25.8%,-35.8%,-3.5%,COc1ccc(OCCCC(=O)Nc2ccc(OC)c(S(=O)(=O)N3CCOCC3)c2)cc1
2.2%,-13.5%,7.7%[12.7 µM],27.0%,-1.0%,i,3.8%,-14.6%,27.3%,Cc1cccc(NC(=O)CSc2nnc(CNC(=O)c3ccc(S(=O)(=O)N(C)C)cc3)n2-c2ccc(F)cc2)c1
-3.2%,-3.5%,15.6%,33.4%,-8.1%,-2.2%,25.7%,1.5%,-0.2%,COC(=O)C1CCN(C(=O)c2ccccc2Oc2ccccc2)CC1
-6.7%,?,.,-1.4%,7.4%,-9.5%,-3.5%,?,1.2%,Cc1ccc(C2C(C#N)=C(N)Oc3cc(N)ccc32)cc1 (configuration not stated)
-0.8%,6.8%,18.9%[59 µM],41.7%[activator],5.8%,-8.7%,-2.1%,-21.3%,5.7%,CCOC(=O)c1[nH]c(C)c(C(=O)N2CCN(C(=O)OCC)CC2)c1CC
-2.3%,-1.8%,16.6%[12.7 µM],23.1%,39.8%[activator],-11.0%,5.0%,-5.2%,1.3%,CCOc1ccccc1NC(=O)Nc1c(C)n(-c2ccccc2)c(=O)n1C
1.5%,3.9%,.,11.5%,-0.6%,-2.6%,19.0%,-14.6%,2.1%,c1ccc2sc(NC3=NCN(C4CCCCC4)CN3)nc2c1
-4.3%,-29.0%,?,-18.3%,19.2%,-6.6%,33.0%[activator],?,-5.9%,c1ccc(-c2ccc(C3=Nn4c(nnc4-c4cccs4)SC3)cc2)cc1
-6.6%,-16.5%,95.1%[activator][59 µM],95.7%[activator],-2.6%,-9.2%,10.7%,36.5%[activator],-1.0%,CCc1nc(NCc2ccccc2)c(C#N)c2c1CCCC2
-0.7%,?,50.1µM*,-5.4%,27.2%,i,-16.5%,?,2.5%,CCC(=O)N1N=C(c2ccc(C)o2)CC1c1ccc(N(C)C)cc1 (configuration not stated)
-10.8%,?,16.6%,-21.0%,23.7%,-5.0%,?,?,0.1%,Cc1ccc(C(=O)NNc2cc(N3CCCC3)nc(N3CCCC3)n2)cc1
-8.0%,1.3%,81.0%[activator],53.0%[activator],2.6%,-10.0%,-2.4%,20.1%,2.9%,COc1ccc(CN(C)S(=O)(=O)c2ccc3c(c2)OCCO3)cc1
-4.7%,?,0.708µM*,-3.0%,?,-7.5%,-22.9%[58.9 µM],35.5µM*,-1.6%,Fc1ccccc1-c1n[nH]c(=S)n1/N=C/c1c[nH]c2ccccc12
-5.2%,-3.7%,.,44.9%[activator],-0.4%,2.6%,-4.6%,2.9%,0.3%,CCC(=O)Nc1nnc(SCc2cccc(F)c2)s1
-5.7%,-24.8%,?,-13.2%,19.1%,-5.4%,17.0%,-21.5%,-10.1%,CCOc1ccccc1NC(=S)Nc1ccc2cn[nH]c2c1
-6.6%,50.1µM*,?,5.8%,10.8%,0.0%,?,79.4µM*,.,COc1ccc(C(=O)O)cc1NC(=S)NC(=O)/C=C/c1ccc(C(C)C)cc1
0.4%,-7.6%,.,38.5%[activator],0.6%,2.4%,16.3%,1.8%,7.4%,CCn1c(=NC(=O)C2COc3ccccc3O2)sc2c(C)ccc(OC)c21 (configuration not stated)
-1.6%,-9.8%,?,23.8%,-2.3%,-5.1%,16.3%,4.3%,4.3%,O=C(Nc1cccc2cccnc12)c1ccc(Br)o1
1.6%,-2.6%,-4.5%[59 µM],14.7%,0.5%,i,-11.3%,-17.7%,22.5%,Cc1ccc(Cc2c(C)nc3nc(SCC(=O)NCCC(C)C)nn3c2C)cc1
0.1%,13.2%,14.1%[59 µM],23.9%,-7.2%,-5.4%,-5.8%,-7.1%,-1.2%,CNC(=O)Nc1ccc(Cl)cc1
-7.3%,-4.3%,2.5%,50.0%[activator],1.8%,.,-6.1%,-11.7%,?,CN(C)c1ccc(/C=N/NC(=O)c2cnc3ccccc3c2)cc1
5.6%,7.94µM*,11.2µM*,12.6µM*,-12.1%,-2.4%,10.5%,11.2µM*,-2.0%,Cc1cc(C)c(C)c(N=Nc2nc3ccccc3n2C)c1C
-2.1%,0.2%,12.4%,30.1%[activator],-9.5%,6.2%,9.6%,-5.0%,1.2%,CC(NC(=O)c1ccc(CS(=O)(=O)c2cccc(C(F)(F)F)c2)o1)c1ccc2c(c1)OCCO2 (configuration not stated)
-6.3%,-23.8%,-4.4%,17.1%,-9.1%,-5.6%,2.5%,-23.7%,36.6%[activator],COc1ccc(CCOC(=O)c2ccc(NC(=O)CC#N)cc2)cc1
.,-35.0%,3.16µM*,-3.4%,17.8%,-3.0%,12.4%,-30.5%,1.5%,Cc1ccc(NC(=O)CNc2ccccc2N2CCCC2=O)cc1S(=O)(=O)N1CCCCC1
-5.7%,?,17.8µM*,3.3%,1.9%,-2.8%,6.8%,?,?,CC(C)N1CCc2c(sc(NC(=O)c3ccc(S(=O)(=O)N4CCc5ccccc54)cc3)c2C(N)=O)C1
-14.3%,-18.9%,-3.9%,21.5%,10.8%,-6.9%,29.1%,-25.2%,11.1%,CCC(CC)C(=O)N1N=C(c2ccc(NS(C)(=O)=O)cc2)CC1c1ccc(C)cc1 (configuration not stated)
-0.3%,2.0%,-9.8%[59 µM],37.7%[activator],1.2%,-8.0%,15.4%,-4.2%,0.2%,Nc1ncnc2nc(SCCOc3ccc(Cl)cc3)[nH]c12
1.3%,-29.8%,0.1%,39.2%[activator],-7.3%,i,5.8%,-15.8%,-2.6%,N=C1C(c2ccccc2)=C(O)CN1c1cccc(S(=O)(=O)N2CCCCC2)c1
-1.4%,0.3%,-49.0%[59 µM],26.9%,-6.4%,0.0%,21.4%,-3.6%,9.2%,O=C(Nc1ccc(Br)cc1F)N1CCC(CN2CCc3ccccc3C2)CC1

Screens: PubChem BioAssay, National Center for Advancing Translational Sciences (NCATS)
